HepG2 viability = qHTS for Inhibitors of TGF-b: Cytotox Counterscreen; HepG2 CAGA-GFP viability, ATP luminescence, 18 h; Potency, µM (doses to about 46.1 µM), for inactives: at the highest dose activity change, negative = cytotoxicity, hits mostly cytotoxic; 0.76% of 410,000 active; active means well fitted cell-killing curve with a large enough effect; inactive means no such curve, though single readings can be large or run the other way; further: some results filed as inactive show a strong effect at the top dose
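HepG2 CAGA-GFP cells (1000/well, DMEM with 1% FBS) received compound, then TGF-beta at 500 pg/mL final, and were incubated 18 hours at 37 degrees C. Viability was read by CellTiter-Glo luminescence. Media-only wells were set as complete cell-killing and DMSO as no toxicity.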
* marks the source's active call; other numbers are inactive results. Potency means the concentration at half of the fitted maximal effect.

SMILES | HepG2 viability
CC(C)N(C(=O)Cn1cc(S(=O)(=O)Cc2ccc(C(F)(F)F)cc2)c2ccccc21)C(C)C | -27%
CCOc1ccc(/C=C/C(=O)Nc2ccc3nc(N(CC)CC)cc(C)c3c2)cc1OC | -56%
CCOc1ccc(C2C(C(=O)Nc3ccc(C)cc3C)=C(C)Nc3c(C(=O)Nc4ccc(C)cc4)cnn32)cc1OC (stereo not given) | 3%
CC1CCC(N2CC(=O)N(C3CCCCC3)C(c3ccc(F)cc3)C2=O)CC1 (stereo not given) | -29%
Cc1cc(C)c(S(=O)(=O)Nc2cccc(-c3cn4ccccc4n3)c2)c(C)c1 | 3%
Cc1ccc(C(=O)Nc2c(C(=O)NCc3ccc(Cl)cc3)sc3nc(C)cc(C)c23)cc1 | -10%
CC(=O)c1ccc(NC(=O)CSc2cn(CC(=O)N3CCCCCC3)c3ccccc23)cc1 | -22%
COc1ccc(CNC(=O)CCc2cn(C)c3ccccc23)cc1 | -16%
COc1ccc(CNC(=O)Cc2c(C)c3cc4c(C)coc4cc3oc2=O)cc1 | -3%
Cc1ccccc1OCC(=O)Nc1cccc(C(=O)OCc2cc(=O)n3c(C)csc3n2)c1 | -19%
Cc1ccc(S(=O)(=O)NCCc2sc3nc(-c4ccccc4)nn3c2C)cc1C | -12%
Cc1ccc(NC(=O)CCCn2c(=O)c3cccn3c3ccccc32)cc1C | -38%
CCCC(=O)Nc1nnc(SCc2cc(=O)n3ccccc3n2)s1 | 9%
O=c1cc(-c2ccccc2)n2c(SCc3cccc([N+](=O)[O-])c3)nnc2[nH]1 | 2%
O=S(=O)(Nc1cccc2cccnc12)c1ccccc1Br | -40%
COCCNC(=O)c1c(NC(=O)c2cc(=O)c3cc(Cl)ccc3o2)sc2c1CCCC2 | 10%
O=C(Nc1ccc(Cl)cc1)c1cc(S(=O)(=O)NC2CCCCCC2)ccc1F | -88%
O=C(C1COc2ccccc2O1)N(Cc1cccnc1)c1nc2ccc(Cl)cc2s1 (stereo not given) | -15%
CC1CCN(S(=O)(=O)c2ccc3c(c2)oc(=O)n3CC(=O)O)CC1 | 12%
Cc1ccccc1OCCn1c(=N)n(C(C)C)c2ccccc21 | -87%
COc1ccc(C(=O)Nc2nnc(SCc3cc(=O)n4cc(Cl)ccc4n3)s2)cc1 | 0%
CCOC(=O)C1CCN(C(=O)Cn2nc(C)n3c(cc4c(OC)cccc43)c2=O)CC1 | -6%
COc1ccccc1OCc1nnc(-c2ccccc2)o1 | -7%
Cc1cc(C)c(NC(=O)CSc2nc3c([nH]c4ccccc43)c(=O)n2C)c(C)c1 | -19%
COc1ccccc1-c1cc(C(F)(F)F)nc(S(=O)(=O)CCCC(=O)Nc2ccc(F)cc2F)n1 | -106%

Arranged by molecular weight (low to high): part of the list above.
SMILES | HepG2 viability
O=c1cc(-c2ccccc2)n2c(SCc3cccc([N+](=O)[O-])c3)nnc2[nH]1 | 2%
O=C(Nc1ccc(Cl)cc1)c1cc(S(=O)(=O)NC2CCCCCC2)ccc1F | -88%
O=C(C1COc2ccccc2O1)N(Cc1cccnc1)c1nc2ccc(Cl)cc2s1 (stereo not given) | -15%
COc1ccc(C(=O)Nc2nnc(SCc3cc(=O)n4cc(Cl)ccc4n3)s2)cc1 | 0%
COCCNC(=O)c1c(NC(=O)c2cc(=O)c3cc(Cl)ccc3o2)sc2c1CCCC2 | 10%
CC(C)N(C(=O)Cn1cc(S(=O)(=O)Cc2ccc(C(F)(F)F)cc2)c2ccccc21)C(C)C | -27%

New compounds follow
SMILES | HepG2 viability
CCOC(=O)c1ccc(NC(=O)CSc2nc(-c3ccc(F)cc3)cc(C(F)(F)F)c2C#N)cc1 | -9%
O=C(c1ccc(F)cc1F)N1CCC(c2noc(-c3ccc(S(=O)(=O)N4CCCC4)cc3)n2)CC1 | -3%
CCc1cc2c(cc3c(=O)n(CCCC(=O)NCc4cccc(Cl)c4)ncn32)s1 | -3%
Cc1ccc(S(=O)(=O)NCc2nc3cccnc3n2Cc2ccccc2Cl)c(C)c1 | -10%
COc1ccc(NC(=O)CCc2nnc3n(C)c(=O)c4sccc4n23)cc1 | 1%
O=C(NCC(c1ccccc1)c1ccccc1)c1nn(-c2ccccc2F)nc1CO | -11%
O=C(/C=C\c1ccc2c(c1)OCO2)NC1CC(=O)N(c2ccccc2)C1 (stereo not given) | 0%
Cc1cccc(CNC(=O)c2oc3c(c2C)-c2nn(Cc4ccccc4Cl)cc2CC3)c1 | -33%
Cc1cccc(C(=O)Nc2ccc(C(=O)OCc3cc(=O)n4nc(CC(C)C)sc4n3)cc2)c1 | 7%
CCc1cccc(NS(=O)(=O)c2ccc3c(c2)n(C)c(=O)c(=O)n3C)c1 | -19%
CC(=O)Nc1cccc(C(=O)NCc2ccc3c(c2)CCN3C(C)=O)c1 | -8%
COc1ccc(CNC(=O)CCCc2nnc3n(C(C)C)c(=O)c4sccc4n23)cc1 | 2%
CC1CCN(S(=O)(=O)c2ccc3nc(Nc4cccc(C(F)(F)F)c4)ccc3c2)CC1 | -45%
O=C(NC1CCCC1)c1ccc2c(=O)n(Cc3ccccc3)c(SCc3cccc([N+](=O)[O-])c3)nc2c1 | -10%
O=C(NCCc1ccc(Cl)cc1)c1ccc(CS(=O)(=O)c2ccc(Cl)cc2)o1 | -13%
O=S(=O)(O)c1cccc2cccnc12 | -2%
Cc1cc(C)c(NS(=O)(=O)c2cc(-c3onc(C)c3C)ccc2C)c(C)c1 | 13%
O=C(NCCS(=O)(=O)N1CCN(c2ccccc2F)CC1)c1ccccc1C(F)(F)F | -28%
C=C(C)CSc1nc(-c2ccccc2)cc(-c2ccc(OC)cc2)c1C#N | -27%
Cc1cccc(-c2nc(CCNC(=O)COc3ccccc3)cs2)c1 | -24%
Cn1nc(C(=O)NCc2cccc(Cl)c2)c2c1-c1ccccc1SC2 | -41%
CCOc1ccc(/C=C/c2nc(C#N)c(NCCc3ccccc3)o2)cc1 | -6%
O=S(=O)(NCc1nc2cccnc2n1Cc1ccc(F)cc1)c1ccc(Cl)s1 | -22%
COc1ccccc1NC(=O)Cn1nnc(C(=O)Nc2ccccc2Br)c1N | 2%
COc1ccc(C2/C=C\CN(Cc3ccco3)C(C)C(=O)N2Cc2ccc(F)cc2)cc1 (stereo not given) | -19%

Molecules from the list above with an NH in an aromatic ring (2):
SMILES | HepG2 viability
O=c1cc(-c2ccccc2)n2c(SCc3cccc([N+](=O)[O-])c3)nnc2[nH]1 | 2%
Cc1cc(C)c(NC(=O)CSc2nc3c([nH]c4ccccc43)c(=O)n2C)c(C)c1 | -19%

Further structures
SMILES | HepG2 viability
COc1ccc2oc(=O)cc(CN3CCN(c4ccccc4F)CC3)c2c1 | -31%
Cc1ccc(C2C=C(c3ccc(Cl)cc3)Nc3nc(NC(=O)CCC(=O)O)nn32)cc1 (stereo not given) | -2%
CCOc1ccc(-n2nc(CO)c(C(=O)NCc3cccc(OC)c3)n2)cc1 | -16%
Cc1nc(C)c(-c2ccc(SCC(=O)Nc3ccc(F)c(F)c3)nn2)s1 | -29%
O=C(Nc1ccc2nc(SCC(=O)N3CCCc4ccccc43)sc2c1)c1ccccc1F | -16%
CC(=O)c1ccc(NC(=O)c2cc(C)nn2-c2ccccc2)cc1 | -22%
NC(=O)CSc1nc2cc3c(cc2c(=O)n1CCCCCC(=O)NCc1ccc2c(c1)OCO2)OCO3 | 1%
COc1ccc(-c2nc3sc(CCNC(=O)C(=O)Nc4c(C)cccc4C)c(C)n3n2)cc1 | -7%
O=C(Cn1nc(Cc2cccnc2)c2ccccc2c1=O)N1CCN(c2ccc(F)cc2)CC1 | -28%
CCOC(=O)C1CCCN(C(=O)c2ccc3c(c2)sc2nc(-c4ccc(CC)cc4)cn23)C1 (stereo not given) | -21%
CCc1c(C)nc2nncn2c1NCc1ccc(OC)cc1 | 2%
Cc1ccc(-c2[nH]c3c(c2-c2c(-n4cccc4)n(C)c(=O)[nH]c2=O)c(=O)[nH]c(=O)n3C)cc1 | 0%
CCOc1cc(-c2nnc(SCC(=O)NCc3ccccc3)nc2-c2ccc(OC)c(OCC)c2)ccc1OC | -24%
O=C(NC1CC(=O)N(c2ccc(F)cc2)C1)c1cccs1 (stereo not given) | 2%
CCC(=O)Nc1ccc(S(=O)(=O)NCc2ccc3c(c2)CCN3C(=O)c2ccc(C)cc2)cc1 | -27%
CCN(CC)c1nn2c(=O)c(C(=O)NCc3ccc(OC)cc3OC)cnc2s1 | -23%
Cc1ccc(NC(=O)c2cnc(SCC(=O)N3CCCc4ccccc43)n(C)c2=O)cc1 | -11%
COc1ccc(/C=C\c2onc(C)c2S(=O)(=O)N2CCC(C(=O)Nc3ccc(C)cc3C)CC2)cc1 | -2%
Cc1ccc(C)c(N2CCN(S(=O)(=O)c3cc(C(=O)Nc4ccccc4C(F)(F)F)ccc3F)CC2)c1 | -11%
COc1ccc(N2CC(NC(=O)C3CCCC3)CC2=O)cc1 (stereo not given) | -11%
COC(=O)c1c(C)oc2ccc(N(C(=O)c3ccncc3)S(=O)(=O)c3ccc(OC)cc3)cc12 | -13%
CC(C)(C)c1ccc(C(=O)Nc2nc3nc(-c4ccccc4)cc(=O)n3[nH]2)cc1 | -18%
CCOc1ccccc1CNC(=O)C1CCN(C(=O)N2CC(CC)Oc3ccc(C)cc32)CC1 (stereo not given) | -39%
CCOCCCNC(=O)c1ccc(-n2c(-c3ccccc3)cc3c2CCCCC3)cc1 | -16%
O=C(Cn1cc(SCc2ccc(Br)cc2)c2ccccc21)N1CCCCC1 | -32%
Going on with the list.
SMILES | HepG2 viability
COc1cc2c(cc1OC)C(CC(=O)O)N(C(=O)Nc1cc(OC)c(OC)c(OC)c1)CC2 (stereo not given) | -2%
CCCCOc1ccc(C2C(=O)N(C3CCCCC3)CC(=O)N2C2CCCCC2)cc1 (stereo not given) | 2%
Cc1c(C(=O)N(C)C)sc2c1c(=O)n(-c1ccc(Cl)c(Cl)c1)c(=O)n2CC(=O)Nc1ccc(Br)cc1F | 4%
CCCCn1c(SCc2ccccc2C)nc2ccsc2c1=O | -13%
COc1cc(OC)c(NC(=O)N2CCc3cc(OC)c(OC)cc3C2CC(=O)O)cc1Cl (stereo not given) | 1%
CC(=O)N1CCc2cc(CNC(=O)Cc3ccc(F)cc3)ccc21 | 9%
CC1=C(C(=O)Nc2ccc(C)cc2C)C(c2ccc([N+](=O)[O-])cc2)n2ncc(C(=O)Nc3ccc(F)cc3)c2N1 (stereo not given) | 2%
CCOC(=O)N1CCc2c(sc(NCc3cccs3)c2C(=O)Nc2ccc(OC)cc2OC)C1 | -14%
Cc1ccc(NCc2cc3cc4c(cc3n(CC(=O)Nc3ccc(C)cc3)c2=O)OCCO4)cc1 | -12%
O=C(CCCn1c(=O)c2sccc2n(Cc2cccc(Cl)c2)c1=O)NCc1ccc2c(c1)OCO2 | -27%
COc1ccc(F)cc1S(=O)(=O)NCCc1sc2nc(-c3ccc(F)cc3)nn2c1C | -6%
COC(=O)c1ccc(CN(Cc2ccc(OC)c(OC)c2)S(=O)(=O)c2cc(C(=O)Nc3cccc(C)c3)ccc2F)cc1 | -4%
COC(=O)c1ccc(NC(=O)CSc2cn(CC(=O)N3CCCCCC3)c3ccccc23)cc1 | -13%
O=C(NCc1cccs1)c1ccc2c(=O)n3nc(Nc4ccccc4)sc3nc2c1 | 6%
O=C(Nc1ccc(Cl)cc1)N1CCC(CN2CCCC2)CC1 | 0%
Fc1cccc(-n2ncc3c2ncn2nc(-c4ccccc4Cl)nc32)c1 | -9%
Cc1cc(=O)[nH]c2nnc(SCc3cccc(C(F)(F)F)c3)n12 | -20%
O=C(c1ccc2c(c1)N(Cc1cccc(Cl)c1)C(=O)c1ccccc1S2)N1CCOCC1 | -1%
COC(=O)C1=C[C@@H](C(=O)OC)[C@@H]2C3=C(C(=O)[C@@]2(CC(C)C)NC(=O)c2ccccc2)[C@H](C)n2c(=O)n(-c4ccccc4)c(=O)n2[C@@H]3C1 | 1%

Copied from the list.
Value for CCCCOc1ccc(C2C(=O)N(C3CCCCC3)CC(=O)N2C2CCCCC2)cc1 (stereo not given) under HepG2 viability: 2%
Value for COC(=O)c1ccc(NC(=O)CSc2cn(CC(=O)N3CCCCCC3)c3ccccc23)cc1 under HepG2 viability: -13%

Rewritten with each value named: entries from further up.
> CCOc1cc(-c2nnc(SCC(=O)NCc3ccccc3)nc2-c2ccc(OC)c(OCC)c2)ccc1OC
  HepG2 viability: -24%
> O=C(NC1CC(=O)N(c2ccc(F)cc2)C1)c1cccs1 (stereo not given)
  HepG2 viability: 2%
> CCC(=O)Nc1ccc(S(=O)(=O)NCc2ccc3c(c2)CCN3C(=O)c2ccc(C)cc2)cc1
  HepG2 viability: -27%
> CCN(CC)c1nn2c(=O)c(C(=O)NCc3ccc(OC)cc3OC)cnc2s1
  HepG2 viability: -23%

Screening data (PubChem)

This is a subset; rates above refer to the full screens.
